GPR7 antagonist: human neuropeptides B/W receptor 1 antagonism | 1.1% of 290,000 active | AID 1861 | inhibition, % at 4.4 µM | GPR7-expressing cells, fluorescence antagonist assay; in the data active = inhibition above about 16%, passing the limit was not always enough;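 note: cells stimulated with the agonist NPW; 0% = agonist with vehicle and 100% = vehicle without agonist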
Target sequence (P48145 whole entry, looked up): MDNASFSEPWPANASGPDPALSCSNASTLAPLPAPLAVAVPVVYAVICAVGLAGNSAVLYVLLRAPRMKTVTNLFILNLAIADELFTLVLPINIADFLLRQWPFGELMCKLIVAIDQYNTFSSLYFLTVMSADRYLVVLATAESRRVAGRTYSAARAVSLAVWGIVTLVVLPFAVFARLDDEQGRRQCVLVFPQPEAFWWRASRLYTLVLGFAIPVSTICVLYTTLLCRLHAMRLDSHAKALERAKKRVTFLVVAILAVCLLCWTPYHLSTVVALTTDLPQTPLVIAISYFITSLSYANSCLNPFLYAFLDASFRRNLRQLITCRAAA
IDE cell inh: inhibits human insulin-degrading enzyme in HEK cells; P14735; FAbetaB cleavage, fluorescence polarization; inhibition, % at 5.59 µM; 0.41% of 320,000 active; AID 434962;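 active = percent inhibition above the average of all tested compounds plus 3 SD, set per screening campaign, cut at about 16% in these data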;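 note: IDE supplied by intact live HEK cells; FP after avidin binding of uncleaved biotin substrate so inhibition keeps polarization high; 0% = DMSO wells and 100% = 60 µM reference IDE inhibitor Ii1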
p-CIP stab down: compounds decreasing mouse p/CIP protein stability | F442A p/CIP-EGFP cells, EGFP fluorescence, 16 h | decrease of EGFP signal, % at 10 µM | 0.01% of 290,000 active | AID 1984;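 active = EGFP signal decrease of at least 30% at 10 µM or well 3 SD below plate mean, unless failing retest; inactive = the rest, including hits failing retest or dose response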; note: some compounds called inactive have numbers as strong as hits; many of its hits are not listed in these tables
PfM18AAP inh: PfM18AAP enzyme inhibition. recombinant PfM18AAP, H-Glu-NHMec fluorogenic cleavage. inhibition, % at 7.35 µM. 1.2% of 290,000 active. AID 1822;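 active = inhibition above the campaign mean inhibition over all tested compounds plus 3 SD, cut at about 28% in these data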;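 note: 0% = plate median of test compound wells and 100% = 2 mM ZnCl2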
PHOSPHO1 block: blocks human PHOSPHO1 phosphatase activity; recombinant PHOSPHO1, absorbance phosphatase assay; inhibition, % at 13.3 µM; 1.1% of 290,000 active; in the data active = inhibition above about 60%
Target sequence (Q8TCT1 whole entry, looked up): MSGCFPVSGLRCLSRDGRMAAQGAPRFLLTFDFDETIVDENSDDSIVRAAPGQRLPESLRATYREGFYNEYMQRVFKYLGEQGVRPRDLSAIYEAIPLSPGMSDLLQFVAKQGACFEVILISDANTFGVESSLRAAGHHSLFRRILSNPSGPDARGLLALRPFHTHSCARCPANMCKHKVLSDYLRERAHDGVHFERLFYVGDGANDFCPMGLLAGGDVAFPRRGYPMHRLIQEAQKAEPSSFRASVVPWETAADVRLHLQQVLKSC
VIM-2 inhibitor: inhibitors of Pseudomonas aeruginosa VIM-2 metallo-beta-lactamase; purified VIM-2, nitrocefin hydrolysis, epi-absorbance fluorescence; inhibition, % at 5.6 µM; 0.89% of 290,000 active;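 active = inhibition above the mean of all tested compounds plus 3 SD, cutoff set per screening run, cut at about 7.5% in these data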;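 note: red hydrolysis product quenches plate fluorescence so inhibitors raise well fluorescence; 0% = enzyme with DMSO and 100% = DMSO without enzyme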
IMP-1 inh: blocks Pseudomonas aeruginosa IMP-1 metallo-beta-lactamase; purified IMP-1, nitrocefin hydrolysis, epi-absorbance fluorescence; inhibition, % at 5.6 µM; 0.45% of 290,000 active; AID 1556;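 active = inhibition above the mean plus 3 SD of all compounds in the same screening run, cut at about 4.5% in these data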;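 note: 0% = IMP-1 with DMSO and 100% = DMSO wells lacking enzyme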
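Assay system: purified IMP-1; Quantity: IMP-1 0.2 nM before substrate addition; Medium: HEPES buffer pH 7.1 with ZnSO4 and Brij 35; Incubation: 15 min enzyme–compound preincubation, then 25 min nitrocefin reaction, 25 °C; Signal: fluorescence quenching readout, ex 480/em 530 nm; Controls: DMSO with and without IMP-1; Repeats: singlicate testing.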
IDE cell activ: IDE (human) activation, cell-based. AID 493087. HEK cells, FAbeta-B cleavage, fluorescence polarization; 0% vehicle, 100% cell-free pure enzyme wells. activation, % at 5.96 µM. 0.073% of 340,000 active;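 active = activation above the mean of all tested compounds plus 3 SD, set per screening campaign, cut at about 17% in these data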
NALP1 yeast inh: NALP1 inhibition | S. cerevisiae NALP1/ASC/caspase-1 growth, X-gal OD620, 72 h | inhibition, % at 10 µM | 0.61% of 280,000 active; in the data active = inhibition mostly above about 24%, no sharp cut-off; inactive = mostly below about 32%; note: some compounds called inactive have numbers as strong as hits
Numbers without * were called inactive; · = not tested or not shown.

SMILES	GPR7 antagonist	IDE cell inh	p-CIP stab down	PfM18AAP inh	PHOSPHO1 block	VIM-2 inhibitor	IMP-1 inh	IDE cell activ	NALP1 yeast inh
NC(=O)CC[C@@H]1NC(=O)[C@H](Cc2ccc(O)cc2)NC(=O)c2cc([N+](=O)[O-])cc(F)c2OCC[C@@H](C(N)=O)NC1=O	-13	-3	-7	5	14	-1.3	-2.6	2	24
O=C(CN(c1ccccc1)S(=O)(=O)c1ccccc1[N+](=O)[O-])Nc1ccccc1C(=O)N1CCOCC1	2	2	-4	-2	23	-1.0	-1.3	-6	22
CC(C)c1ccc(N2C(=NC(=O)C3CC3)SC3CS(=O)(=O)CC32)cc1 (configuration not stated)	-4	4	-3	11	27	-0.8	-2.4	0	5
COc1cc(OC)nc(NC(=O)NS(=O)(=O)c2ccc(OC(F)(F)F)cc2)n1	8	3	-6	-6	9	-2.2	-1.7	2	1
c1ccc2c(NCC3CCCO3)nc(N3CCOCC3)nc2c1 (configuration not stated)	-3	0	-10	-11	-3	-1.0	-6.5	5	7
O=S(=O)(c1ccc(Cl)c2ccccc12)N1CCCC1	-5	0	-13	4	6	-1.4	-5.7	2	4
COCc1c(Br)c(C)nc2sc3c(=O)[nH]nnc3c12	13	-2	1	-10	20	5.4	0.1	-1	18
CCOc1ccc2nc(N3CCOCC3)nc(C)c2c1	-4	2	-9	1	-7	-2.3	-3.3	0	35
CN(C)CCCNC(=O)N1c2ccccc2C=Cc2ccccc21	-4	3	6	-1	13	-0.3	0.2	1	7
COC(=O)C1=C(N)Oc2cc(C)n(C)c(=O)c2C1c1ccc(Cl)c(Cl)c1 (configuration not stated)	-3	4	4	-10	-28	-0.2	-1.2	0	13
CC(=O)Nc1nc2c(ccc3ccccc32)s1	-5	3	-3	-2	·	-2.5	-3.3	1	1
COc1cccc(CN(C)C(=O)Cc2c[nH]c3ccccc23)c1	-14	-1	-7	5	18	-1.1	-1.6	1	17
COc1ccc(C(C(=O)NCc2ccccc2)N(Cc2cccs2)C(=O)c2cnccn2)cc1 (configuration not stated)	-3	-1	-18	-8	30	-2.3	-1.3	-1	13
Cc1cc(C)nc(Nc2nc(=O)c3ccccc3s2)n1	-7	5	-3	24	4	-0.6	-2.6	0	5
COc1ccccc1NS(=O)(=O)c1cccc(NC(=O)c2nc3nc(C)cc(C)n3n2)c1	2	2	-9	25	-3	-3.2	-1.8	2	-5
COc1ccc(NC(C)=O)cc1CNC(=O)CN1CCOCC1	-13	-1	8	0	14	-1.8	-2.5	3	10
O=c1oc2ccc3ccccc3c2cc1-c1nc2ccccc2o1	-13	-3	·	15	·	0.1	-1.2	-2	·
Cc1ccc(S(=O)(=O)N2CCOCC2)cc1NC(=O)Cn1cc(C(F)(F)F)cc(Cl)c1=O	-8	5	0	-6	-10	-3.7	-3.5	3	35
O=C(NCC(c1cccnc1)N1CCOCC1)C1CCCCC1 (configuration not stated)	-2	-1	-12	-2	8	-3.9	-2.4	5	4
O=C(CSc1nnc(NC2CCCCC2)s1)Nc1ccc2c(c1)C(=O)c1ccccc1C2=O	-8	5	-31	7	-121	-2.4	-3.1	4	23
N#CC1=C(N)Oc2cc(O)ccc2C1c1ccc(Br)s1 (configuration not stated)	-13	·	-21	9	36	-0.4	1.9	-157	6
CCOC(=O)C(=NC1CCS(=O)(=O)C1)NNc1ccc(Br)cc1 (configuration not stated)	-4	-5	-5	9	-29	-1.6	-3.8	0	19
Cc1cnc(NC(=O)CSc2nc3ccccc3c(=O)[nH]2)s1	-24	-2	-18	2	-27	-3.1	-3.2	-3	10
CC(C)CCN1C(=O)c2ccc(-c3nc4ccccc4c(=O)o3)cc2C1=O	-15	2	6	1	34	-2.8	-2.3	6	-12
Cc1ccnc(NC(=O)c2sc3cc(Cl)ccc3c2Cl)c1	-6	6	1	2	-21	-1.6	-4.7	-4	14
O=C(c1ccccc1)[C@H]1[C@H](c2ccccc2)[C@@]2(N=C(c3ccccc3)OC2=O)C2c3ccccc3C=NN21 (some centres not stated)	-6	0	-1	3	4	-0.9	-1.8	·	16
CC1CN(C(=O)COC(=O)c2ccc(Cl)c(S(=O)(=O)N3CCCCC3)c2)CC(C)O1 (configuration not stated)	-10	5	-3	0	16	-1.5	-2.7	1	0
CN1C(=O)c2ccc(NC(=O)c3ccc(Cl)cc3Cl)cc2C1=O	0	2	-14	-5	33	-0.5	-2.8	3	-21
COCCNC(=O)COc1ccc(Nc2ccccc2)cc1	1	-1	7	9	24	2.1	-1.0	-2	22
Cc1cc(C)n(C(=O)COc2ccccc2[N+](=O)[O-])n1	-4	2	-5	3	19	-2.1	-2.9	0	11
COc1ccc(C2=NC(C)(C)Cc3cc(OC)c(OC)cc32)cc1	-12	7	3	-4	·	-3.8	-4.2	0	17
O=[N+]([O-])c1ccc(NC(=S)NCc2ccncc2)cc1	-11	-1	-1	-5	4	-1.6	-0.5	5	-6
O=C(O)CCn1cc(C(=O)O)c(-c2ccccc2)n1	5	0	-1	3	36	3.5	-0.3	4	31
O=C(NCc1ccco1)c1ccc(S(=O)(=O)N2CCCc3ccccc32)cc1	12	5	-2	6	-10	0.6	0.9	6	6
CC1Cc2ccccc2N1C(=O)CCNS(=O)(=O)c1ccc2c(c1)CCC(=O)N2 (configuration not stated)	-11	4	0	3	13	-3.7	-1.6	8	-8
COc1ccc(N2CCN(C(=O)[C@@H](NC(=O)c3cc(OC)cc(OC)c3)C(C)C)CC2)cc1	-1	5	2	-1	19	-0.8	-0.8	1	20

The last 4 entries of the part above are carried over, then new ones follow.
SMILES	GPR7 antagonist	IDE cell inh	p-CIP stab down	PfM18AAP inh	PHOSPHO1 block	VIM-2 inhibitor	IMP-1 inh	IDE cell activ	NALP1 yeast inh
O=C(O)CCn1cc(C(=O)O)c(-c2ccccc2)n1	5	0	-1	3	36	3.5	-0.3	4	31
O=C(NCc1ccco1)c1ccc(S(=O)(=O)N2CCCc3ccccc32)cc1	12	5	-2	6	-10	0.6	0.9	6	6
CC1Cc2ccccc2N1C(=O)CCNS(=O)(=O)c1ccc2c(c1)CCC(=O)N2 (configuration not stated)	-11	4	0	3	13	-3.7	-1.6	8	-8
COc1ccc(N2CCN(C(=O)[C@@H](NC(=O)c3cc(OC)cc(OC)c3)C(C)C)CC2)cc1	-1	5	2	-1	19	-0.8	-0.8	1	20
CCOC(=O)c1ccccc1NCN1C(=O)CSC1=O	-2	-5	3	5	-7	1.2	-3.5	2	36
Cc1ccc([C@@H]2[C@@H]3C(=O)N(C)C(=O)[C@@H]3[C@]3(C)C(=O)N(Cc4ccc(-c5ccccc5)cc4)CC(=O)N23)o1	-8	1	-11	-2	-7	-1.4	-2.9	-3	14
Cc1ccc(NC(=S)N(CCN(C)C)Cc2cc3cc(C)cc(C)c3[nH]c2=O)cc1	12	-1	4	13	-4	5.6	0.1	-2	3
COc1ccc(S(=O)(=O)NCc2ccc(C(=O)NCCCN3CCCC(C)C3)cc2)cc1 (configuration not stated)	9	4	4	7	13	0.0	-0.6	6	2
COc1ccc2c(Cl)c(-c3nnco3)sc2c1	0	7	0	-1	36	-2.7	-4.7	2	-6
Cc1ccc(N(Cc2ccccc2)C(=O)c2cccc(F)c2)cc1	9	·	-5	-3	4	-1.6	-2.8	-6	-8
Cc1c(C)c2ccc(OCC(=O)NCCCn3ccnc3)c(C)c2oc1=O	26	-5	-6	6	12	42*	0.8	0	2
Cc1cccc(C)c1OCc1nnc(SCC(=O)Nc2cccc(C(=O)N3CCOCC3)c2)n1C	3	3	-2	-13	5	-0.2	-3.2	3	19
O=C(CC(C(=O)O)c1ccccc1)Nc1ccccc1 (configuration not stated)	12	-5	0	-3	-5	-0.9	-0.6	7	10
CC(=O)N(C(C)=O)N1C(=O)c2cccc3c(N4CCOCC4)ccc(c23)C1=O	-6	17*	-14	3	-2	0.2	-1.7	-1	13
COC(=O)c1cc(Cl)c(NC(=O)c2ccco2)cc1OC	-7	0	-15	6	-36	-3.3	-0.8	10	-11
CSc1ncccc1C(=O)OCC(=O)c1ccc(Br)s1	-13	6	15	6	2	-4.0	-2.6	6	8
CN(C)/C=C/C(=O)c1ccc2noc(-c3ccc(F)cc3)c2c1	-8	2	-3	11	6	2.1	-1.0	-10	30
COc1ccc(Cl)cc1NC(=O)CNc1ccccc1N1CCOCC1	-4	-1	5	1	-1	-0.9	-1.8	7	13
CCOC(=O)Cc1nnc(NC(=O)c2ccccc2OCC)s1	-1	-1	1	3	-32	-0.3	-2.7	5	-9
CS(=O)(=O)c1nc(S(=O)(=O)c2ccc(Cl)cc2)c(N2CCC3(CC2)OCCO3)s1	-15	5	4	2	15	-1.6	-1.9	6	17
Cc1ccc(C)c(NC(=O)CS(=O)(=O)c2cccc3nsnc23)c1	-18	1	1	-5	20	-0.4	-0.9	4	0
O=C(Nc1ccccc1C(=O)Nc1ccc(F)cc1)c1ccco1	-17	2	-6	9	43	-1.5	0.2	-6	3
O=c1[nH]nc(SCc2ccccc2)c(=O)[nH]1	-2	2	-22	1	-1	-3.5	-5.2	5	-32
COc1cc(C2c3c(n[nH]c3C)C(=O)N2c2ccc(C)cc2)ccc1O (configuration not stated)	-4	0	-8	-4	18	-0.4	-0.7	2	7
COc1ccc(N2CCN(S(=O)(=O)c3cn(C)cn3)CC2)cc1	-7	-1	1	10	-24	-1.9	-3.6	-1	-10
CC(C)c1nc(SCC(=O)NCC2CCCO2)c2c(=O)n(C)c(=O)n(C)c2n1 (configuration not stated)	-14	-3	0	-2	38	-0.1	-0.1	0	1
Cc1cnc(NC(=O)C2CCCC2)s1	9	4	-2	3	-5	-2.4	-1.7	2	12
CC(=O)Nc1ccc(N2CCN(C(C)=O)CC2)cc1	-16	2	-19	-2	1	-2.3	-2.6	2	20
O=C(O)c1cc2nc(-c3ccc(F)cc3)cc(C(F)(F)F)n2n1	3	0	-8	2	-3	1.8	-1.5	2	12
Cc1ccc(F)c(C2C3C=CCC(c4cccc(-c5ccc(N(C)C)cc5)c4)C3C(=O)N2Cc2ccccc2)c1 (configuration not stated)	·	-2	-2	·	26	·	·	-5	-12
COC(=O)c1ccccc1NC(=O)CCc1ccccc1	-4	2	7	-1	-7	-3.2	-4.5	0	30
COC(=O)CCCC1=CC2=C(c3ccccc3)C(=O)C(C)(OC(=O)C3CCCC3)C(=O)C2=CN1Cc1ccc(OC)cc1 (configuration not stated)	·	-2	-8	·	4	·	·	8	·
COc1ccccc1C(CNC(=S)NCc1ccccc1)N1CCCC1 (configuration not stated)	0	-3	0	2	9	0.3	-3.5	3	-16
O=C(Cn1nc(C(F)(F)F)cc1C1CC1)NCc1ccccc1F	-9	4	-2	3	-3	-4.8	-2.6	1	18
Clc1ccccc1/C=N/c1cc(-c2ccccc2)nn1-c1ccccc1	3	-3	11	-1	7	-1.1	0.4	0	4
Cc1ccc(S(=O)(=O)n2ccc(-c3cccc(OCc4c(F)cccc4Cl)c3)n2)cc1	-5	1	-11	1	15	-2.0	-1.2	4	-3
COc1ccc(NC(=O)COc2ccc(/C=C/c3cc[n+](C)cc3)cc2OC)cc1	-3	6	-5	0	13	2.6	-1.5	1	-2
O=C(N/N=C/c1coc2ccccc2c1=O)c1cc(Br)ccc1O	-11	-1	4	24	34	-0.3	-0.3	2	2
